Rac1 GTP hydrolysis – MgcRacGAP GTPase-activating activity inhibitors, confirmation, biochemical, ADP Hunter fluorescence; MgcRacGAP-stimulated Rac1 GTP hydrolysis, ADP Hunter fluorescence; higher % means a stronger effect; GST-tagged Rac1 F28L mutant substrate; one-dose inhibition, % at 30 µM; IC50 in µM for titrated hits; 340,000 tested, 0.6% active;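 active = first-screen hits whose inhibition reached a set limit at any dose in the follow-up dose series; inconclusive = inhibition above the set first-screen limit but never retested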;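 note: fluorescence reports GDP produced by GAP-driven GTP hydrolysis; strong numbers were not always called active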
WT yeast gro inh – growth inhibition of WT yeast, mitochondrial fusion screen; AID 1362; mitochondrial fusion phenotypic screen, WT strain; 190,000 tested, 2.1% active; inhibition, % at 10 µM; in the data active = inhibition above about 58%; tested in S. cerevisiae
West Nile virus CPE – inhibition of WNV-induced cytopathic effect – cell-based, CPE readout (AID 1621) | West Nile virus-infected cells, CPE inhibition; higher % means a stronger effect | CPE inhibition, % at 10 µM, or IC50 in µM where a hit was titrated | 290,000 tested, 0.02% active; in the data active = a potency from the dose series; inconclusive = CPE inhibition mostly from about 3.7% at the one dose, without a potency; inactive = the rest, 99 in 100 with CPE inhibition below about 2.2%; note: strong numbers were not always called active
Large T inhibition – TAg ATPase/helicase activity blockers – biochemical (AID 1903). SV40 large T antigen ATPase/helicase inhibition assay; higher % means a stronger effect. inhibition, % at 20 µM, or IC50 in µM where a hit was titrated. 310,000 tested, 0.39% active; in the data active = a potency from the dose series; inconclusive = inhibition mostly from about 32% at the one dose, without a potency; inactive = the rest, 99 in 100 with inhibition below about 32%; note: strong numbers were not always called active
Myeloid diff 2 – myeloid differentiation induction. 360,000 tested, 1% active. AID 624256. calls only at 10 µM. ER-HoxA9 myeloid progenitors, lysozyme-GFP differentiation, flow cytometry;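 active = normalized GFP-positive differentiation at or above the plate's own cutoff, the solvent-only control mean plus 3 SD; inconclusive = no clear call, values can overlap the other calls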;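 note: cells exposed to compound for four days before flow analysis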
RSV CPE inhibition – RSV antiviral activity via CPE protection, HEp-2 cells, primary 10 µM value included (AID 2391); HEp-2 cells, RSV-induced CPE inhibition; higher % means a stronger effect; CPE inhibition, % at 10 µM, or IC50 in µM where a hit was titrated; 310,000 tested, 0.13% active; in the data active = a potency from the dose series; inconclusive = CPE inhibition mostly from about 23% at the one dose, without a potency; inactive = the rest, 99 in 100 with CPE inhibition below about 21%; note: strong numbers were not always called active
Salmonella PhoP GFP – inhibitors of PhoP regulon expression, primary screen, Salmonella Typhimurium, GFP reporter (AID 1863); S. Typhimurium PhoP-regulated promoter GFP reporter, 4 h; higher % means a stronger effect; one-dose inhibition, % at 50 µM; IC50 in µM for titrated hits; 300,000 tested, 0.16% active;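 active = inhibition over 29.93%, a cutoff 3 SD above the screen mean, later confirmed by dose response; inconclusive = inhibition over 29.93% but no dose response follow-up; inactive = inhibition at most 29.93% or unconfirmed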;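 note: 0% = low Mg2+ inducing control and 100% = high Mg2+ repressing control; strong numbers were not always called active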
T cell modulator – modulates CD8 T cell binding to vesicles | 2C CD8+ T cell-vesicle binding, flow cytometry; hits give low values | calls only at 7 µM | 330,000 tested, 0.068% active;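 active = response, share of CD8 T cells binding vesicles, and their 90th percentile fluorescence all below set limits, cut at about 80% in these data, passing the limit was not always enough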
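Assay system – 2C mouse CD8+ T cells · Also added – QL9-loaded Drosophila micro-vesicles · Timing – Cell–vesicle co-incubation 1.5 h at 37 °C, staining 20 min on ice · Signal – flow cytometry of vesicle-bound cells · Measure – percent CD8+ FL2 mean versus row control · Controls – Peptide-free naked vesicles (low) and QL9 vesicles with 0.7% DMSO vehicle (high)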
bCat nuc transl – alters nuclear translocation of beta-catenin in HeLa cells; immunofluorescence imaging; nuclear translocation activity, % at 5 µM; 190,000 tested, 0.3% active; AID 1665;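 active = nuclear translocation activity above 50% at 5 µM, with a well cell count of 50 or more; inconclusive = wells under 50 cells across six images, flagged as toxic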;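 note: per-cell ratio of nuclear to cytoplasmic median beta-catenin stain intensity; plate controls were DMSO negative control for no effect and GSK-3 inhibitor IX positive control for full effect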
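Test system: HeLa cells, endogenous beta-catenin; Compound: single 5 µM dose plus 0.02–20 µM confirmation series; Times: compound exposure 24 h at 37°C; Signal: fluorescence imaging of beta-catenin antibody stain plus DAPI; Read-out: % activation, nuclear-to-cytoplasmic median beta-catenin signal ratio per cell.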
WT yeast gro inh mutant strain – also measured in WT yeast gro inh; calls as there; inhibition, %; mitochondrial fusion phenotypic screen, mutant strain inhibition
bCat nuc transl cell count 5 µM – also measured in bCat nuc transl; calls as there; cell count; measured here: cell count, cytotoxicity flag
T cell modulator vesicle-bound % – further read-out of T cell modulator, marked with its call; double positive events, %; measured here: CD8+ vesicle-bound cell fraction;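 binding gate set so that unloaded-vesicle control wells show 10% double positive cells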
Myeloid diff 2 GFP+ MAC1+ % – second read-out of Myeloid diff 2, no call of its own (marks repeat the call); GFP+ MAC1+ double positive, %; measured here: differentiation confirmed by MAC1 staining
Active calls of the source: *; i = inactive; u = inconclusive; x = not tested or not shown; + = active, no number.

SMILES	Rac1 GTP hydrolysis	WT yeast gro inh	WT yeast gro inh mutant strain	West Nile virus CPE	Large T inhibition	Myeloid diff 2	Myeloid diff 2 GFP+ MAC1+ %	RSV CPE inhibition	Salmonella PhoP GFP	T cell modulator	T cell modulator vesicle-bound %	bCat nuc transl	bCat nuc transl cell count 5 µM
Cc1ccc(N2CC(C(=O)N3CCN(Cc4ccc5c(c4)OCO5)CC3)CC2=O)cc1 (centres undefined)	5.1%	x	x	-0.7%	8.4%	i	0.4	-0.3%	6.5%	i	18.0	x	x
Cc1ccc(NC(=O)C(=O)NCc2ccccn2)cc1	7.5%	-7.6	-4.5	-0.3%	6.1%	i	0.1	1.4%	-1.0%	i	51.9	-0.6	1033
O=C(CSc1nc2ccccc2o1)N1CCCC1	5.9%	8.4	10.0	0.5%	10.5%	i	1.0	-0.4%	2.4%	i	45.3	1.4	1124
C=CCN(c1ccccc1C(=O)NCC(=O)O)S(=O)(=O)c1ccccc1C	0.7%	x	x	0.0%	7.2%	i	0.6	0.0%	-2.9%	i	23.5	0.1	1077
O=C(O)c1ccc(N2C(=O)c3cccnc3C2=O)cc1	5.4%	-19.2	10.0	0.1%	10.4%	i	0.0	0.6%	3.1%	i	67.7	-1.8	1068
CCCCCN(C(=O)CCC(=O)OCC(=O)Nc1cccc(CC)c1)c1c(N)n(CCCC)c(=O)[nH]c1=O	3.8%	x	x	x	8.0%	i	0.7	-2.0%	-5.1%	i	45.0	x	x
COc1ccc(-c2nn(-c3ccccc3)cc2/C=N/Nc2ccc3ccccc3n2)cc1OC	8.7%	41.7	24.6	0.5%	1.3%	i	0.4	6.5%	1.0%	i	45.4	x	x
COCC(=O)Nc1sc2c(c1C(=O)OC)CCCC2	0.5%	20.4	26.0	-0.4%	-4.4%	i	0.8	1.7%	8.0%	i	34.1	-2.4	1019
CCCCn1c(N)c(S(=O)(=O)c2ccc(C)cc2)c2nc3ccccc3nc21	4.2%	-10.4	-27.1	u	-0.7%	i	0.5	19.4%	-3.6%	i	27.5	2.2	552
CCOc1ccc(NC(=S)NC(=O)c2ccco2)cc1	10.5%	x	x	0.4%	8.2%	i	1.0	0.1%	-0.4%	i	20.2	-1.7	1301
CC(=O)OC1c2c(ccc3ccc(=O)oc23)OC(C)(C)C1OC(=O)CC(C)C (centres undefined)	1.9%	22.7	-2.0	x	x	i	2.2	0.1%	x	i	50.6	-1.5	782
COc1ccccc1CNC(=O)c1ccc(NC2=NC3CS(=O)(=O)CC3S2)cc1 (centres undefined)	8.5%	x	x	-0.2%	x	i	0.8	-1.0%	-4.2%	i	13.6	x	x
CCCCN(C(=O)c1ccc([N+](=O)[O-])o1)c1c(N)n(CCCC)c(=O)[nH]c1=O	1.9%	x	x	x	15.5%	+	1.9*	-1.9%	-33.8%	i	22.5	x	x
COc1ccc2ccc(O)c(CN3CCN(S(=O)(=O)c4cc([N+](=O)[O-])ccc4C)CC3)c2c1	7.0%	x	x	x	x	i	0.7	1.6%	x	i	40.2	x	x
Fc1ccccc1C1CCN(Cc2nc(COc3ccccc3)no2)C1 (centres undefined)	8.2%	5.3	8.6	-0.6%	0.7%	i	0.2	-0.6%	-4.0%	i	26.0	-2.6	1102
CCOC(=O)c1nnn(-c2nonc2NC(C)=O)c1C	3.9%	-11.1	6.4	1.6%	0.4%	i	1.2	0.5%	2.8%	i	10.7	-1.5	1037
O=S(=O)(c1ccccc1)c1cccc(S(=O)(=O)N2CCCCC2)c1	4.4%	12.5	23.1	-0.4%	3.0%	i	1.0	11.7%	-8.4%	i	23.3	-3.6	1137
Cc1ccc(S(=O)(=O)c2nc(-c3ccccc3)oc2N2CCCC2)cc1	8.0%	x	x	x	x	i	1.5	-0.6%	x	i	45.6	x	x
COc1cc(NC(=S)NC(=O)c2ccccc2F)ccc1NC(=O)c1cccs1	9.3%	8.4	-7.3	-1.3%	3.3%	i	0.4	0.3%	-3.8%	i	12.7	-0.2	910
COc1cc(S(=O)(=O)N2CCN(C(=O)c3ccccc3)CC2)c(OC)cc1Br	5.0%	-1.5	-12.7	-1.0%	4.8%	i	0.3	1.8%	-5.3%	i	34.6	-0.3	1513
COc1ccc(-c2cc3nc(C)cc(-c4ccc(OC)cc4)n3n2)cc1	9.7%	x	x	1.4%	-2.0%	i	0.3	2.3%	0.8%	i	55.1	x	x
O=C(O)CSc1nnc(SCc2cccc3ccccc23)s1	4.9%	12.7	4.3	0.5%	6.2%	i	5.7	1.2%	-10.0%	i	40.8	x	x
COc1ccccc1N1CCN(C(=O)Cn2c(=O)[nH]c3ccsc3c2=O)CC1	0.6%	-2.8	3.1	0.2%	3.9%	i	1.0	0.8%	-4.2%	i	36.4	x	x
CCc1nnc(NC(=O)CCN2C(=O)c3ccccc3S2(=O)=O)s1	3.6%	21.3	17.1	0.8%	-0.3%	i	6.2	1.3%	-6.9%	i	11.4	-4.9	1194
O=C1c2ccccc2CCC12N=NCC2c1ccc(Br)cc1 (centres undefined)	5.6%	68.2*	41.4*	-0.4%	24.3%	i	2.9	8.8%	-1.6%	i	52.2	x	x
NS(=O)(=O)c1cccc(NC(=O)CC(NC(=O)c2ccccc2Cl)c2ccccc2)c1 (centres undefined)	3.1%	x	x	0.0%	0.7%	i	0.3	0.9%	2.1%	i	51.2	x	x
COc1ccc2oc(C(=O)OC(C)C(=O)N3CCC(C)CC3)c(C)c2c1 (centres undefined)	-0.6%	x	x	x	x	i	1.8	0.4%	x	i	28.1	x	x
CC(C)c1ccc(Nc2cnn(C34CC5CC(CC(CC(=O)O)(C5)C3)C4)c(=O)c2Cl)cc1	0.5%	-1.8	5.0	0.1%	3.6%	i	6.9	0.4%	-0.4%	i	17.7	x	x
COc1ccc(OC)c(-c2cc(C(=O)Nc3ccccc3C(N)=O)c3ccccc3n2)c1	x	x	x	x	6.4%	i	0.2	1.9%	x	i	28.1	x	x
Cc1ccc(Nc2nnc(SCC(=O)Nc3ccccc3[N+](=O)[O-])s2)cc1	8.9%	-6.1	12.5	-0.5%	13.3%	i	1.0	0.9%	-2.3%	i	52.6	-0.7	1092
COC(=O)C(Cc1ccccc1)OS(N)(=O)=O (centres undefined)	4.9%	x	x	-1.0%	3.3%	i	1.9	-1.8%	-11.1%	i	26.8	x	x
O=C(COC(=O)Cc1c[nH]c2ccccc12)Nc1c(Cl)cccc1C(F)(F)F	-1.3%	x	x	x	18.4%	i	1.2	0.8%	-7.0%	i	28.6	x	x
CCSc1cc(N2CCCC2)nc(-c2ccc(Cl)cc2)n1	4.2%	x	x	x	x	i	0.9	0.0%	x	i	17.0	x	x
COC(=O)c1ccsc1NC(=O)CCc1ccccc1	-4.4%	x	x	1.4%	6.0%	u	x	1.2%	-7.2%	i	32.5	x	x
COc1ccc(N=Cc2c(C)[nH][nH]c2=O)cc1	12.3%	-24.9	8.8	1.0%	28.9%	i	0.1	7.2%	5.2%	i	57.6	0.8	1008
O=C(NC1CCCCC1)N1CCN(c2ncccn2)CC1	-4.7%	-11.3	-29.1	0.2%	14.4%	i	1.2	2.4%	-1.1%	i	59.3	x	x
COc1ccc(N(C(=O)c2csnn2)C(C(=O)NC2CCCC2)c2ccccc2)cc1 (centres undefined)	-1.5%	x	x	-0.6%	-2.8%	i	0.3	0.2%	2.5%	i	11.7	x	x
O=C(c1cc(COc2ccc(F)cc2F)on1)N1CCN(C(=O)c2ccco2)CC1	6.8%	x	x	-1.2%	9.3%	i	0.0	6.3%	0.0%	i	58.6	x	x
Cc1ccc(C)c(NC(=S)NC2CC3CCCC(C2)N3CC(C)C)c1 (centres undefined)	7.9%	2.9	-16.3	1.2%	5.6%	i	0.2	1.1%	-0.8%	i	34.5	1.7	905
Cc1cccn2c(=O)c3cc(C(=O)NC4CCS(=O)(=O)C4)sc3nc12 (centres undefined)	20.9%	6.2	-0.7	x	-3.9%	i	1.1	1.5%	-1.6%	i	37.1	x	x
CCC1CCCCN1C(=O)Cn1nc([N+](=O)[O-])c(Cl)c1C (centres undefined)	4.8%	-1.6	-7.7	-0.2%	-12.6%	i	0.2	3.9%	4.5%	i	25.1	-0.5	1118
COCCNC(=O)c1ccc2c(c1)nc(C)n2-c1cccc(F)c1	1.3%	-13.6	-0.8	-0.1%	19.9%	i	0.9	2.7%	-10.2%	i	44.8	0.1	1118
COC(=O)c1cc(NC(=O)Cc2coc3cc(OC)ccc23)cc(C(=O)OC)c1	-2.8%	16.1	10.3	-0.3%	1.3%	i	1.6	13.6%	-9.2%	i	40.1	-1.0	898
CCOc1ccccc1N1CCN(C(=O)c2cc[n+]([O-])cc2)CC1	4.7%	-5.0	-10.1	-0.2%	4.8%	i	0.8	1.2%	-2.7%	i	57.1	1.6	1401
O=C(CC(SCCO)c1ccc2c(c1)OCO2)c1ccco1 (centres undefined)	15.6%	0.6	11.4	0.1%	1.4%	i	0.9	-1.0%	3.8%	i	37.9	x	x
COc1cccc(NCc2nnc(SCC(=O)NC3CCS(=O)(=O)C3)n2C2CCCCC2)c1 (centres undefined)	4.7%	x	x	x	-1.2%	i	0.8	-1.0%	2.8%	i	8.6	x	x
Cc1ccc(NC(=O)c2cccc(NC(=O)CC3SC(N4CCCCC4)=NC3=O)c2)nc1 (centres undefined)	2.3%	x	x	x	7.7%	i	0.8	1.5%	0.1%	i	20.1	x	x
CN1CCC(CN)(N2CCN(c3ccccc3)CC2)CC1	6.2%	x	x	1.2%	24.5%	i	3.8	-4.0%	4.1%	i	30.6	x	x

Two compounds drawn at random from the list so far:
SMILES	Rac1 GTP hydrolysis	WT yeast gro inh	WT yeast gro inh mutant strain	West Nile virus CPE	Large T inhibition	Myeloid diff 2	Myeloid diff 2 GFP+ MAC1+ %	RSV CPE inhibition	Salmonella PhoP GFP	T cell modulator	T cell modulator vesicle-bound %	bCat nuc transl	bCat nuc transl cell count 5 µM
COC(=O)C(Cc1ccccc1)OS(N)(=O)=O (centres undefined)	4.9%	x	x	-1.0%	3.3%	i	1.9	-1.8%	-11.1%	i	26.8	x	x
O=C(NC1CCCCC1)N1CCN(c2ncccn2)CC1	-4.7%	-11.3	-29.1	0.2%	14.4%	i	1.2	2.4%	-1.1%	i	59.3	x	x
